# SUMO1 PPI mod = modulators of SUMO1 protein-protein interactions, primary screen, biochemical, uHTS; Small ubiquitin-related modifier 1 (Homo sapiens), P63165; SUMO1 binding to a labelled peptide, TR-FRET, 1 h; inhibition, % at 20 µM; hit rate 0.33% among 360,000; in the data active = inhibition above about 37%
# Target sequence (P63165 whole entry, looked up): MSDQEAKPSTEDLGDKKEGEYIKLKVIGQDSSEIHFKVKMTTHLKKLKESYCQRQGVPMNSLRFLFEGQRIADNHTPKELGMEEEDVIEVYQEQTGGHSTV
# MsrA inhibitor = bovine MsrA enzyme inhibitors, primary screen, biochemical, absorbance, HTS. Methionine sulfoxide reductase A (Bos taurus). purified bovine MsrA, absorbance read-out. inhibition, % at 15.5 µM. hit rate 0.75% among 360,000. AID 651718, 2012; in the data active = inhibition above about 4.5%;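 note: 0% = vehicle wells with enzyme and 100% = reference inhibitor wells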
# STEP inh = STEP phosphatase inhibitors, primary screen, biochemical, fluorescence intensity, uHTS; hit rate 0.25% among 360,000; inhibition, % at 20 µM; Tyrosine-protein phosphatase non-receptor type 5 (Homo sapiens), P54829; recombinant STEP, OMFP fluorogenic substrate;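 active = inhibition at 20 µM, scaled per plate between control wells, above about 37%, limit read from the data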;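 note: 0% = DMSO with enzyme and substrate and 100% = substrate only without enzyme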
# Target sequence (P54829 whole entry, looked up): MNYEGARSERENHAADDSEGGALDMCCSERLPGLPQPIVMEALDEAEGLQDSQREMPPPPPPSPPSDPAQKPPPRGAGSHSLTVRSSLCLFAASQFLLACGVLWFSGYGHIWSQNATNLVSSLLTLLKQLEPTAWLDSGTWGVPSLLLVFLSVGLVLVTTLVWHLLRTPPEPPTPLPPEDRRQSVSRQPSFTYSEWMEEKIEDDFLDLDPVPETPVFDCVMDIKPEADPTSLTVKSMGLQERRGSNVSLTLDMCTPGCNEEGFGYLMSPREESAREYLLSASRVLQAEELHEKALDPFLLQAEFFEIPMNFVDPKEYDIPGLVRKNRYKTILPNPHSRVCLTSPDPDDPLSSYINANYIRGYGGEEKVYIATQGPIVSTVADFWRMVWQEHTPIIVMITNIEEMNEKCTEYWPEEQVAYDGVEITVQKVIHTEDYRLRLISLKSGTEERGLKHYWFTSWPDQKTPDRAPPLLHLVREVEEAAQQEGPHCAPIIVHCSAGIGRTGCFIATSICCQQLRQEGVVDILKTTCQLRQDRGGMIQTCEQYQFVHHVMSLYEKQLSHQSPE
#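 Also added – OMFP at 25 µM · Test system – STEP tyrosine phosphatase · Technique – FITC-channel fluorescence of OMFP product · Schedule – 20 min at room temperature, dark · Evaluation – control-normalized % inhibition with plate pattern correction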
# Scp1 inh = Scp-1 phosphatase inhibitors, primary screen, biochemical, colorimetric, uHTS. Recombinant Scp1, phosphopeptide, malachite green phosphate absorbance. inhibition, % at 20 µM. hit rate 0.88% among 340,000;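 active = inhibition above about 50% at 20 µM, limit read from the data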;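 note: plate controls were DMSO wells with enzyme for no effect and wells lacking enzyme for full effect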
#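 Test system: SCP-1 phosphatase catalytic domain, residues 76-261; measured by: colorimetric phosphate reagent with accelerator and stabiliser, absorbance at 630 nm; timing: enzyme reaction 45 min at room temperature, colour 5 min, stabilisation 30 min; also added: Phosphorylated 17-residue peptide substrate; compound dosing: one concentration, 20 µM, with 1.0% DMSO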
# Tb MetRS inh = T. brucei MetRS inhibitors, primary screen, biochemical, luminescence; purified T. brucei MetRS, ATP depletion, Kinase-Glo luminescence; inhibition, % at 11.9 µM; AID 624268, 2012; hit rate 0.4% among 360,000; methionyl-tRNA synthetase (Trypanosoma brucei brucei);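 active = inhibition above a per-plate cutoff of the control wells' mean inhibition plus 3 SD, cut at about 5.5% in these data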;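 note: 0% = DMSO wells median and 100% = median of wells with control inhibitor compound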
#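 Material: parasite MetRS enzyme / Replication: singlicate, one well per compound / Signal: luminescence of leftover ATP / Schedule: 2 h aminoacylation at 25 °C after 15 min preincubation / Medium: HEPES-MgCl2-KCl buffer plus DTT, spermine, BSA, pyrophosphatase / Doses: 11.9 µM single point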
# DNMT1 block = human DNMT1 methyltransferase inhibitors, primary screen, biochemical, molecular beacon, fluorescence, HinP1I cleavage, uHTS; DNA (cytosine-5)-methyltransferase 1 (Homo sapiens), P26358; inhibition (reported as % activation of signal), % at 10 µM; hit rate 0.83% among 360,000; AID 588458, 2011; in the data active = inhibition above about 50%
# LMPTP block = LMPTP phosphatase inhibitors, primary screen, biochemical, fluorescence intensity, uHTS; Low molecular weight phosphotyrosine protein phosphatase (Homo sapiens), P24666; recombinant LMPTP-A, OMFP fluorogenic substrate; inhibition, % at 20 µM; hit rate 0.22% among 360,000;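 active = compounds that cut the enzyme signal by at least half of the control window in the single-dose screen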;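 note: plate controls were DMSO wells with enzyme plus substrate for no effect and substrate without enzyme for full effect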
#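 test system = LMPTP-A | amount = 0.625 nM LMPTP-A final | reagent = fluorogenic phosphatase substrate OMFP at 400 µM final | incubation = 50 min at room temperature | benchmarks = no-enzyme low control, uninhibited high control | medium = Bis-Tris pH 6.0, DTT, detergent | signal = fluorescence intensity of OMFP turnover product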
# NadD block = inhibitors of S. aureus NadD, primary screen, biochemical, colorimetric, uHTS; hit rate 0.78% among 360,000; inhibition, % at 20 µM; Nicotinate-nucleotide adenylyltransferase NadD (Staphylococcus aureus N315); purified NadD enzyme, colorimetric absorbance read-out; AID 602399, 2012; in the data active = inhibition above about 26%; note: some compounds past the cut are filed as inactive
# Rpn11 block = Rpn11 (PSMD14) deubiquitinase inhibitors, primary screen, biochemical, fluorescence polarization, uHTS; AID 588493, 2011; hit rate 0.59% among 360,000; human 26S proteasome, Ub4-pepOG fluorescence polarization; 20S core pre-blocked with epoxomicin; calls only at 20 µM;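 active = inhibition at 20 µM, scaled to each plate's controls, above about 33%, limit read from the data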
# CSN inh = inhibitors of CSN-mediated cullin deneddylation, primary screen, biochemical, fluorescence polarization, uHTS; Purified CSN, SCF-Nedd8-OG deneddylation; inhibition, % at 12.5 µM; COP9 signalosome complex subunit 5 (Homo sapiens), Q92905; hit rate 0.38% among 360,000; AID 651999, 2013;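 active = pattern-corrected inhibition above about 35%, with an unprinted fluorescence ratio check between 0.5 and 1.5, limit read from the data, passing the limit was not always enough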;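 note: 0% = enzyme with substrate and 100% = substrate without enzyme; some results filed as inactive read as strong as hits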
# Target sequence (Q92905 whole entry, looked up, one chain of several): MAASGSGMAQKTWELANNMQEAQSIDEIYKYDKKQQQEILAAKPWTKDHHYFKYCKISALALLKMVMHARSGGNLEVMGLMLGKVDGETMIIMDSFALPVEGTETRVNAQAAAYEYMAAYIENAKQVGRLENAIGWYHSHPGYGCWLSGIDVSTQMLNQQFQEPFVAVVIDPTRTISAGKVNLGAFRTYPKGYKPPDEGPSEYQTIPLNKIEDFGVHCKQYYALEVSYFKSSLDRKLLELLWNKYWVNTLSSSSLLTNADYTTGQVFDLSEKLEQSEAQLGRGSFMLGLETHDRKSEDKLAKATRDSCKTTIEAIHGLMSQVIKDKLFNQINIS
#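 test system = HEK293T-derived human Csn5 enzyme | amount = 0.24 nM Csn5 enzyme, final concentration | medium = Tris/NaCl/DTT buffer, pH 7.5 | schedule = 90 min reaction at room temperature | signal = FP | evaluation = inhibition of Csn5 cleavage, % | compound dosing = single dose of 12.5 µM compound with 0.25% DMSO | probe or stimulus = 10 nM SCFSkp2-Nedd8OG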
# * marks the source's active call; other numbers are inactive results; i = inactive; nt = no result given.
# Each structure is followed by: SUMO1 PPI mod | MsrA inhibitor | STEP inh | Scp1 inh | Tb MetRS inh | DNMT1 block | LMPTP block | NadD block | Rpn11 block | CSN inh
C/C(=N\NC(=O)c1ccc(CN(C)S(=O)(=O)c2ccc(C)cc2)cc1)c1ccc(OC(F)F)cc1
 : 2 | -1.1 | 2 | -6 | -1.0 | 13 | -1.2 | -3 | i | 2
COC(=O)C1=C(C)N(CCc2cc(OC)c(OC)c(OC)c2)C(=O)N[C@H]1c1ccccc1
 : -3 | 1.7 | 6 | -2 | -0.3 | 4 | -1.0 | -6 | i | 0
Cc1ccc(-c2csc(NC3OC(=O)c4ccccc43)n2)cc1 (configuration not stated)
 : 10 | -0.7 | 5 | -5 | 0.2 | 5 | 6.2 | -5 | i | 2
O=C(NC1CC1)C1=C[C@@H](c2c[nH]c3ccccc23)C[C@@H](OCCCCO)O1
 : -3 | -0.2 | -2 | 2 | 0.6 | -8 | -1.0 | -3 | i | -3
COc1nc(Oc2ccc(C(=O)OCC(N)=O)cc2)nc(N(C)C)n1
 : 1 | 1.5 | 0 | 13 | 0.3 | 0 | -0.6 | -2 | i | -2
CCN(CC)C(=O)NCc1c(C)cc(C)cc1C
 : 2 | nt | -2 | -9 | -0.9 | 3 | 0.5 | -2 | i | 4
CCc1nnc(NC(=O)CSc2nc3ccccc3c(=O)n2CCCOC)s1
 : 3 | 0.1 | -4 | -2 | 0.2 | 1 | -3.6 | 2 | i | -3
O/C(=C\c1ccc2ccccc2n1)c1ccncc1
 : -30 | 1.1 | 5 | 0 | -0.1 | 3 | -0.8 | -11 | i | 11
CC(CCc1ccccc1)NC(=O)CN1C(=O)NC2(CCCCC2C)C1=O (configuration not stated)
 : 4 | -0.2 | 2 | -3 | -0.4 | 2 | 0.6 | -6 | i | -3
O=C(NC(=S)Nc1ccc(S(=O)(=O)Nc2nccs2)cc1)C1CC1
 : -4 | 1.9 | 0 | -7 | -0.1 | -1 | -1.3 | -3 | i | 1

# Continued.
# Each structure is followed by: SUMO1 PPI mod | MsrA inhibitor | STEP inh | Scp1 inh | Tb MetRS inh | DNMT1 block | LMPTP block | NadD block | Rpn11 block | CSN inh
Cc1cc(C(=O)N=Nc2c(O)n(C(C)C)c3ccccc23)n[nH]1
 : -19 | 4.2 | 4 | -17 | -0.2 | -1 | 0.1 | -1 | i | 5
CCc1cc(=O)[nH]c(SCC(=O)N2CCC(Cc3ccccc3)CC2)n1
 : 1 | 0.4 | 2 | -6 | 0.0 | 3 | -0.2 | -2 | i | 1
O=C(NNC(=O)c1csc(-c2cccnc2)n1)c1ccccc1
 : 1 | 0.2 | 0 | -7 | 0.1 | 2 | -1.6 | 2 | i | -4
COc1ccc(-c2nc(C=O)cs2)cc1
 : -11 | -0.6 | 1 | -2 | 0.7 | 0 | -0.5 | 4 | i | 0
O=C(Nc1ccc(C(=O)O)cc1)Nc1cccc2ccccc12
 : -12 | 1.2 | 0 | -11 | 0.2 | -1 | -0.8 | -8 | i | 2
CNc1ccc(SC#N)cc1
 : -3 | 1.1 | -1 | -2 | -0.6 | -16 | 0.3 | 2 | i | -9
Cc1ccc(C)c(-n2c(SCC(=O)N3CCC(C(=O)O)CC3)nnc2-c2cccc(Cl)c2)c1
 : 2 | -0.3 | -2 | -6 | -0.8 | -1 | 0.0 | 7 | i | 1
CCN(CC)CCCNc1nc2cc(OC)c(OC)cc2c2nc(-c3ccccc3)nn12
 : 11 | 1.2 | 0 | -1 | -0.5 | 64* | 5.1 | -10 | i | 2
O=C(Nc1ccc2c(c1)OCCO2)C1c2ccccc2OCC(=O)N1CC(F)(F)F (configuration not stated)
 : -2 | -0.2 | nt | nt | -2.2 | nt | -1.5 | -1 | nt | -4
CCN(CC)C(=O)c1cccc(-c2csc(C(C)(O)c3ccccc3)n2)c1 (configuration not stated)
 : 1 | 0.8 | -1 | nt | -0.3 | 4 | 0.1 | -1 | i | 4

# Additional structures follow.
SMILES	SUMO1 PPI mod	MsrA inhibitor	STEP inh	Scp1 inh	Tb MetRS inh	DNMT1 block	LMPTP block	NadD block	Rpn11 block	CSN inh
NS(=O)(=O)c1ccc(NC(=O)c2ccc(CSc3ccccc3)o2)cc1	-6	0.3	0	-7	0.1	6	-1.5	-2	i	-4
CCOc1ccc2c(c1)nc(SCC(=O)c1ccc(Br)s1)n2C	-8	1.3	1	2	0.0	-3	3.2	-4	i	5
CC1CN(C(C)C)C(=S)N(c2ccccc2)C1=O (configuration not stated)	-2	0.5	-1	-8	0.3	-1	-0.3	1	i	-2
CC1(C)CC(=O)C(C=NCCN2CCN(C3CC(=O)N(c4ccc(Cl)c(Cl)c4)C3=O)CC2)=C(O)C1 (configuration not stated)	4	1.0	-1	-15	0.1	-4	-1.5	-1	i	-9
CCOC(=O)N1CCN(S(=O)(=O)c2c[nH]c(C(=O)OC)c2)CC1	2	0.0	4	-7	-0.4	2	-0.5	5	i	-2
COCCn1c(SCC(=O)Nc2ccc(OC)c(S(N)(=O)=O)c2)nc2ccccc2c1=O	-1	0.7	3	-8	0.5	3	-1.0	-2	i	2
CCN1C(=O)N[C@@H](c2ccccc2)[C@H](C(C)=O)[C@H]1C	5	0.0	-1	9	0.4	2	-0.9	-4	i	-1
CCCCN1Cc2ccccc2Oc2cc(Br)ccc2S1(=O)=O	5	0.9	-1	-4	-2.5	-1	0.9	-3	i	-3
CCN(c1ccccc1)S(=O)(=O)c1ccc(C(=O)Nc2cccc(NC(C)=O)c2)cc1	5	0.9	-2	-13	0.0	-3	2.2	-3	i	-5
NC(=O)COc1ccc(NC(=O)OCc2ccccc2)cc1	-1	0.2	0	-10	-2.6	2	-1.9	-6	i	-5

# Additional results:
SMILES	SUMO1 PPI mod	MsrA inhibitor	STEP inh	Scp1 inh	Tb MetRS inh	DNMT1 block	LMPTP block	NadD block	Rpn11 block	CSN inh
C[C@]12C=CC(=O)C=C1CCC1C2CC[C@@]2(C)C1CCC21OCCO1 (some centres not stated)	1	-0.2	2	-5	-0.1	3	-0.4	-5	i	1
N#Cc1ccc(NCC(=O)N2CCN(S(=O)(=O)c3ccccc3)CC2)cc1	0	-0.5	3	5	-0.2	-1	-1.6	1	i	-5
CCn1c(C)nc2cc(C(=O)NNS(=O)(=O)c3ccccc3F)ccc21	0	0.1	3	3	-0.4	1	-2.3	-4	i	-2
COc1cc(-c2ccc3oc(-c4cccc(C)c4)c(C#CC4(O)CCCCC4)c3c2)cc(OC)c1OC	-3	3.5	-1	-4	0.3	-23	1.8	-1	i	-3
COCCCNC(=O)CC1C[C@H](C(=O)N2CCCCC2)[C@@]2(C)c3[nH]c4ccccc4c3CCN2C1=O (some centres not stated)	0	1.6	1	0	-0.4	-2	0.9	-1	i	-2
COC(=O)c1ccc(COC(=O)C(CCSC)NC(=O)COc2ccccc2)cc1 (configuration not stated)	0	0.2	2	-7	-0.3	4	0.4	-6	i	-5
COc1ccc2c(c1OC)C(=O)OC2Nc1nc(-c2cc3cc(Br)ccc3oc2=O)cs1 (configuration not stated)	-4	1.9	0	-4	0.1	-5	1.5	21	i	1
Cn1c(CSc2ncccn2)nnc1SCC(=O)N1CCCc2ccccc21	0	-0.7	53*	-2	-0.3	-6	-0.8	0	i	5
CCCCCN(C(=O)CCC(=O)OC(C)C(=O)c1ccccc1)c1c(N)n(CCCC)c(=O)[nH]c1=O (configuration not stated)	2	0.1	2	-5	-0.4	1	-0.4	-2	i	0
COc1ccc2nc(SCC(=O)Nc3cc(C)on3)[nH]c2c1	3	-1.5	-15	-6	-0.4	3	-1.4	-3	i	0

# Reformatted: entries from further up
Cn1c(CSc2ncccn2)nnc1SCC(=O)N1CCCc2ccccc21
  SUMO1 PPI mod: 0; MsrA inhibitor: -0.7; STEP inh: 53*; Scp1 inh: -2; Tb MetRS inh: -0.3; DNMT1 block: -6; LMPTP block: -0.8; NadD block: 0; Rpn11 block: i; CSN inh: 5
CCCCCN(C(=O)CCC(=O)OC(C)C(=O)c1ccccc1)c1c(N)n(CCCC)c(=O)[nH]c1=O (configuration not stated)
  SUMO1 PPI mod: 2; MsrA inhibitor: 0.1; STEP inh: 2; Scp1 inh: -5; Tb MetRS inh: -0.4; DNMT1 block: 1; LMPTP block: -0.4; NadD block: -2; Rpn11 block: i; CSN inh: 0

# (continued)
SMILES	SUMO1 PPI mod	MsrA inhibitor	STEP inh	Scp1 inh	Tb MetRS inh	DNMT1 block	LMPTP block	NadD block	Rpn11 block	CSN inh
CCCCNC(=O)COC(=O)c1ccccc1F	9	0.8	-1	-12	1.0	4	0.0	-1	i	-5
Cn1nnnc1SCC(=O)Nc1ccc(S(=O)(=O)N2CCOCC2)cc1	0	-1.8	-1	-12	-0.6	0	-1.8	-5	i	1
COc1ccc(N(C(=O)c2cnccn2)C(C(=O)NC2CCCCC2)c2cc(OC)c(OC)c(OC)c2)cc1 (configuration not stated)	3	0.9	-2	1	-0.8	0	-1.1	4	i	-4
Cc1[nH]nc2c1C1(CCN(C(=O)OCc3ccccc3)CC1)C(C#N)=C(N)O2	-1	-0.6	-1	-8	-0.6	-1	0.3	0	i	4
OCC1(Cc2cccc(F)c2)CCN(Cc2cccc3nccnc23)CC1	-6	-0.4	-2	-9	-0.1	-1	-0.3	-3	i	-7
O=C(CN1CCN(Cc2ccccc2F)C1=O)NC1CCCC1	5	0.2	1	-2	-0.3	-3	-1.2	-1	i	3

# Records listed so far marked active in DNMT1 block.
structure,SUMO1 PPI mod,MsrA inhibitor,Scp1 inh,Tb MetRS inh,DNMT1 block,LMPTP block,NadD block,Rpn11 block,CSN inh
CCN(CC)CCCNc1nc2cc(OC)c(OC)cc2c2nc(-c3ccccc3)nn12,11,1.2,-1,-0.5,64*,5.1,-10,i,2

# Screening data (PubChem BioAssay)
